Screening data: PubChem BioAssay, several laboratories
CHRM4 agonist – agonists of human muscarinic M4 receptor (CHRM4); P08173; CHO-K1 hM4/Gqi5, Fluo-8 calcium fluorescence; vehicle 0%, full acetylcholine response 100%; activation, % at 3 µM; 360,000 tested, 0.14% active; AID 624127;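 active means activation above the run mean over all test wells plus 3 SD, cut at about 32% in these data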;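 further: peak over basal fluorescence ratio per well then scaled between controls; 0% = DMSO wells and 100% = acetylcholine at EC100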
Target sequence (P08173 whole entry, looked up): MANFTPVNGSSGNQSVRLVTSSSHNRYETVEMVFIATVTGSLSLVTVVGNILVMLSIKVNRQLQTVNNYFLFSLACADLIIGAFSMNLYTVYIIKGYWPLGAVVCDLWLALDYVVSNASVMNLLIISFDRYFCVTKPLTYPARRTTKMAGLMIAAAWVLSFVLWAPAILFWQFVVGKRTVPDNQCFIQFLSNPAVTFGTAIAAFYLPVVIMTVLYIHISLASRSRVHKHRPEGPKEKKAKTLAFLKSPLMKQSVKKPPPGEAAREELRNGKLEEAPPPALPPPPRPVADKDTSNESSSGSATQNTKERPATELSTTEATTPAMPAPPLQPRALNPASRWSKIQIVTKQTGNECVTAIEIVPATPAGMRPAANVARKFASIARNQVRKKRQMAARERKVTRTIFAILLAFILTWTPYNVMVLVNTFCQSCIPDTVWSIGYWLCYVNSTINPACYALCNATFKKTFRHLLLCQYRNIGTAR
M1 PAM – positive allosteric modulators of human M1 muscarinic receptor. 360,000 tested, 0.088% active. CHO-K1 hM1, Fluo-8 calcium fluorescence, ACh EC20; 0% = ACh EC20, 100% = maximal ACh. P11229. activation, % at 3 µM; in the data active means activation above about 19%, passing the limit was not always enough
M5 ag – agonists of human muscarinic M5 receptor (CHRM5). P08912. CHO-K1 hM5 cells, Fluo-8 calcium fluorescence; 0% DMSO wells, 100% maximal acetylcholine response. activation, % at 3 µM. 360,000 tested, 0.19% active;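 active means activation above the run's mean over test compounds plus 3 SD, cut at about 23% in these data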;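 further: signal is peak over basal fluorescence ratio across the kinetic read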
Target sequence (P08912 whole entry, looked up): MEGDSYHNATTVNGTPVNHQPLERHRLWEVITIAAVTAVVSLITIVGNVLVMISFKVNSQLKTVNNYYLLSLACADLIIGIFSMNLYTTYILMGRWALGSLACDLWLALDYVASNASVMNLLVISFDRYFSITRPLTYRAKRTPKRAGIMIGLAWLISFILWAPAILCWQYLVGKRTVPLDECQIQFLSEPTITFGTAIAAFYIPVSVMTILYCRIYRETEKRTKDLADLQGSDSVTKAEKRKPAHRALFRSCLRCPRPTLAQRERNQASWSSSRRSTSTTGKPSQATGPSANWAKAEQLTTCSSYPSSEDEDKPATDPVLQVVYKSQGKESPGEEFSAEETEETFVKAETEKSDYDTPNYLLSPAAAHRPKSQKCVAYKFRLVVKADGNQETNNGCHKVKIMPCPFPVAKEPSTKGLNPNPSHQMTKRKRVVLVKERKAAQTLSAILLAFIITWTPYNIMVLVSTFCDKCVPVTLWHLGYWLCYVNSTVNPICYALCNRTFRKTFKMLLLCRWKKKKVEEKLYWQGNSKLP
M5 PAM – CHRM5 positive allosteric modulation | P08912 | CHO-K1 hM5, Fluo-8 calcium, ACh EC20 PAM; 0% = ACh EC20, 100% = ACh EC100 | activation, % at 3 µM | 360,000 tested, 0.3% active | AID 624038;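 active means activation above the run cutoff, the mean activation of all test compounds plus 3 SD, cut at about 18% in these data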
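System: CHO-K1 cell line with stable human muscarinic M5 receptor expression | Also added: EC20 acetylcholine as agonist stimulus | Compound: One concentration, 3 µM final (nominal) | Timing: Fluo-8 loading 80 min at 37 °C plus 30 min room temperature | Measured by: Fluo-8 calcium dye fluorescence, kinetic read | Read-out basis: % activation, ACh-normalized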
CRFR2-BP ag – agonists of human CRF-binding protein/CRF-R2 receptor complex. HEK293 CRF-R2/CRF-BP, calcium dye fluorescence (FLIPR); percent of saturating CRF peptide response. activation, % at 13.2 µM. 350,000 tested, 0.46% active. AID 588473;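 active means activation of at least 50%, plus an integration ratio under a set limit after plate pattern correction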;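 further: plate controls were neutral control wells without compound for no effect and CRF at EC100 for full effect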
CRFBP-R2 block – blocks CRF-induced signaling of the CRF-BP/CRF-R2 complex | inhibition, % at 11.8 µM | 350,000 tested, 0.59% active | HEK293 CRF-R2/CRF-BP, CRF-induced calcium fluorescence;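 active means inhibition of the ligand-induced calcium signal above about 50% at the single tested concentration, limit read from the data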
M4 PAM – potentiates acetylcholine response at human M4 receptor. activation, % at 3 µM. 360,000 tested, 0.4% active. CHO-K1 hM4/Gqi5, Fluo-8 calcium fluorescence, ACh EC20; 0% = ACh EC20, 100% = maximal ACh;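 active means activation above its plate's cutoff, the mean activation of sample wells plus 3 SD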; further: some results filed as inactive read as strong as hits
M4 antag – CHRM4 antagonism in calcium assay. 360,000 tested, 0.73% active. P08173. CHO-hM4 cells, ACh EC80, Fluo-8 calcium fluorescence. inhibition, % at 3 µM;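 active means inhibition above its plate's cutoff, the mean inhibition of sample wells plus 3 SD, cut at about 27% in these data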;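 further: 0% = acetylcholine EC80 with DMSO and 100% = DMSO without agonist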
M5 antag – CHRM5 antagonism in calcium assay. P08912. CHO-hM5 cells, Fluo-8 calcium fluorescence, ACh EC80. inhibition, % at 3 µM. 360,000 tested, 0.59% active;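 active means inhibition above a per-plate cutoff, the mean of that plate's test compounds plus 3 SD, cut at about 27% in these data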;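 further: 0% = acetylcholine EC80 with DMSO and 100% = DMSO without agonist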
Active calls of the source: *; x = not tested or not shown.

Second line of a record: CHRM4 agonist | M1 PAM | M5 ag | M5 PAM | CRFR2-BP ag | CRFBP-R2 block | M4 PAM | M4 antag | M5 antag
- CC1(C(=O)NCCOc2ccccc2Cl)CC1(Cl)Cl (stereo not given)
→ -1 | 12 | -6 | 12 | -2.0 | 1 | -4 | -8 | -13
- CC[C@@H]1C=C(C(=O)O)[C@H](c2ccc(C)cc2)N1S(=O)(=O)c1ccc(C)cc1
→ 1 | 14 | 1 | -2 | -1.7 | 0 | 3 | -5 | 10
- CCOc1cc(/C=N/NC(=O)C(OC)c2ccccc2)ccc1O (stereo not given)
→ 1 | 20 | 4 | 6 | -5.6 | 3 | -3 | -11 | 1
- Cc1c(C(=O)O)sc2nc3n(c(=O)c12)CCCCC3
→ 0 | -1 | 1 | 6 | 0.1 | -2 | -1 | 1 | -8
- CCOC(=O)CCCNc1ccc([N+](=O)[O-])cc1[N+](=O)[O-]
→ 1 | 4 | 1 | -4 | -1.1 | -8 | 8 | 8 | 7
- Cc1ccc(Nc2cc(C)nc3ncnn23)c(C)c1
→ 0 | 11 | -2 | 1 | -1.4 | 10 | 9 | -11 | 3
- O=C(/C=C/c1ccccc1)Nc1ccc(S(=O)(=O)N2CCOCC2)cc1
→ 1 | -1 | -1 | -8 | -1.0 | -24 | 0 | 2 | 12
- Cc1nc(CSc2nnc(N)s2)cs1
→ 9 | -6 | -1 | -8 | 1.5 | 5 | -14 | 3 | 17
- O=C1C=C(c2ccccc2)CC(/C=C/c2ccccc2)C1 (stereo not given)
→ -2 | 3 | -1 | -4 | 0.3 | -1 | -1 | 7 | 13
- Cc1ccc(-c2nc(CCNC(=O)c3ccco3)cs2)cc1
→ 5 | 7 | 3 | -4 | -1.4 | -2 | 2 | -8 | 4
- Cn1ccc(C(=O)OCC(=O)Nc2ccccc2Cl)n1
→ 1 | -4 | -4 | 0 | 1.0 | -5 | -9 | 24 | -4
- CN(Cc1ccc(Cl)s1)C(=O)CNC(=O)CNC(=O)c1ccc(Cl)cc1Cl
→ 2 | 6 | -1 | -8 | -1.4 | 1 | 19 | -11 | 18
- CC(C)C[C@@H](CN1CCC[C@@H]1CN1C(=O)C(=O)NC[C@@H]1Cc1ccc(O)cc1)N1C[C@H](Cc2ccc(O)cc2)N(CC2CCCCCC2)C(=O)C1=O
→ 1 | x | -1 | 0 | x | x | 17 | -3 | -4
- O=C(NCc1cccnc1)C1CC(=O)N(c2ccc(F)cc2)C1 (stereo not given)
→ 1 | 1 | -2 | 0 | -0.2 | -29 | 0 | 8 | -4
- Cc1c(C)c2c(c(C)c1O)CCC(C)(C(=O)O)O2 (stereo not given)
→ 1 | -1 | 1 | 0 | -0.8 | 17 | -3 | 8 | 2
- COc1ccccc1N(C(C)=O)C1=C(Cl)C(=O)c2ccccc2C1=O
→ 2 | -11 | 1 | -8 | 32 | -101 | -12 | 90* | 35*
- O=C1NC[C@@H](CCCCN2C[C@H](Cc3ccccc3)N(CCc3ccc(O)cc3)C(=O)C2=O)N(CCc2ccccc2)C1=O
→ 1 | x | -3 | -7 | x | x | 5 | 0 | 0
- O=C1CCCc2nc(NCc3ccco3)ncc21
→ 0 | 9 | 0 | 1 | -2.1 | -4 | 4 | -2 | 0
- Cc1nc2ccc(NC(=S)NC(C)C)cc2nc1C
→ 0 | 5 | -1 | -3 | -1.7 | -2 | -4 | 9 | -1
- CS(=O)(=O)c1ccc2nc(NC(=O)c3ccccc3Br)sc2c1
→ 2 | 6 | 1 | -2 | -0.4 | -4 | 1 | 11 | 3
- O=C(NCc1ccccc1)N1CCN(c2ccc(F)cc2)CC1
→ 2 | 0 | -7 | 5 | -2.1 | 3 | 3 | -6 | -5
- Cc1nn(CCC(=O)NNC(=S)Nc2ccc(F)cc2)c(C)c1Br
→ 1 | 6 | 0 | 1 | -3.2 | 3 | 3 | -3 | 4
- O=C(Cc1c(F)cccc1Cl)NC1CCN(Cc2ccccc2)CC1
→ 0 | -11 | -7 | -5 | -0.9 | -2 | -3 | 0 | 4
- O=C(c1ccc(S(=O)(=O)N2CCOCC2)cc1)N1CCc2ccccc2C1
→ 2 | 2 | -4 | -5 | -0.5 | 8 | 0 | 4 | 1
- Cc1ccc(C)c(C(=O)COC(=O)C(C)N2C(=O)C3C4CCC(C4)C3C2=O)c1 (stereo not given)
→ 5 | 6 | -2 | -4 | -3.1 | -7 | 2 | 2 | 6
- N/C(Cc1ccc([N+](=O)[O-])cc1)=N\OC(=O)COc1ccccc1Cl
→ -1 | -4 | -5 | -6 | -1.1 | 22 | -3 | 6 | 0
- COC(=O)c1cc(COC(=O)CNC(=O)c2ccc(Br)cc2)oc1C
→ 20 | -12 | 4 | -28 | -7.5 | -2 | -8 | -5 | 3
- CC(=O)N1CCN(S(=O)(=O)c2cccc(C(=O)NNC(=O)Cn3nc(C)cc3C)c2)CC1
→ 1 | 5 | -2 | -3 | 0.6 | 0 | 9 | -8 | 3
- N=C1/C(=C/c2ccc(OC(=O)c3ccco3)cc2)C(=O)N=C2SC=CN12
→ 1 | 7 | 4 | 8 | 0.4 | -10 | 3 | -4 | -1
- CC(C)C1CC2=C(C(=O)OC(C)(C)O2)C(c2ccc(F)cc2)O1 (stereo not given)
→ -3 | 6 | -8 | 2 | x | x | -1 | -25 | -14

3 entries out of the list above, arranged by the value under CHRM4 agonist, largest number first.
canonical_smiles	CHRM4 agonist
COC(=O)c1cc(COC(=O)CNC(=O)c2ccc(Br)cc2)oc1C	20
Cc1c(C(=O)O)sc2nc3n(c(=O)c12)CCCCC3	0
CC(C)C1CC2=C(C(=O)OC(C)(C)O2)C(c2ccc(F)cc2)O1 (stereo not given)	-3

Going on with the list:
Second line of a record: CHRM4 agonist | M1 PAM | M5 ag | M5 PAM | CRFR2-BP ag | CRFBP-R2 block | M4 PAM | M4 antag | M5 antag
- CCCC[n+]1c2ccccc2cc2ccccc21
→ 0 | -3 | -3 | -4 | 1.5 | -22 | -5 | 9 | 16
- C#CCOCCOCCOCCNc1nc(N2CCOCC2)nc(N2CCN(C(=O)CCCCCCCCCCNC(=O)[C@@H](CCC(=O)O)n3cc(CCCCCN)nn3)CC2)n1
→ 0 | 8 | 1 | -8 | -1.0 | -6 | 2 | 2 | 15
- CCOC(=O)c1c(CC(C)C)csc1NC(=O)C(C)C
→ 0 | 0 | 0 | -4 | 0.6 | -12 | 8 | -1 | 2
- CCOc1cc(N2CCOCC2)c(OCC)cc1NC(=O)Cc1cccc(OC)c1
→ 1 | 7 | -3 | 6 | -0.6 | -5 | 19 | 15 | 8
- Cc1ccc(S(=O)(=O)N(C)/N=C/c2ccc(C(=O)O)cc2)cc1
→ 1 | 7 | -4 | 4 | 0.0 | 9 | 3 | -3 | -8
- COc1cc2ncc(C(=O)c3ccccc3)c(N3CCN(Cc4ccccc4)CC3)c2cc1OC
→ 0 | 2 | -4 | -7 | 1.6 | 18 | -12 | -17 | 5
- COC(=O)C(C)Oc1ccc2cc(-c3ccccc3)c(=O)oc2c1 (stereo not given)
→ 9 | 5 | 1 | -5 | -0.7 | -13 | -8 | 7 | 2
- Cc1nn(-c2ccc(F)cc2)c2sc(C(=O)OCC(=O)N3CCC(C)CC3)cc12
→ 0 | -2 | 4 | 1 | 0.0 | -9 | 11 | -9 | -2
- Cc1ccc(NC(=O)COC(=O)c2ccc3c(c2)NC(=O)C2CCCN32)cc1 (stereo not given)
→ 0 | 14 | 1 | -1 | 5.5 | -6 | 11 | 7 | 1
- CCC(C)C(NC(=O)C1CCC(C)CC1)C(=O)NCc1ccco1 (stereo not given)
→ 1 | 5 | 0 | -3 | 1.1 | -4 | -7 | 16 | 12
- CSc1nc(NCCOCCO)c2sc3nc(-c4ccco4)c4c(c3c2n1)CCC4
→ 3 | 6 | -1 | -4 | -2.6 | 10 | -1 | -2 | 1
- CCCn1cnc2c(Sc3c([N+](=O)[O-])ncn3C)nc(N)nc21
→ 1 | 10 | -1 | 1 | -1.8 | 11 | 0 | 3 | 2
- Cc1ccc(SCc2[nH]nc3c2C(c2ccco2)C(C#N)=C(N)O3)cc1 (stereo not given)
→ 2 | 3 | 1 | -1 | -1.2 | -13 | -1 | -2 | -6
- O=C(Cn1cnc2c(nnn2-c2ccccc2)c1=O)NCCc1ccccc1
→ 1 | 2 | 1 | -1 | -3.4 | 18 | 6 | -4 | 0
- COc1ccc(CCN2C(=O)C3C4C=CC(C5CC45)C3C2=O)cc1OC (stereo not given)
→ 3 | 4 | 1 | 8 | -0.1 | 12 | -5 | -9 | -3
- CC(=O)c1cc(CC(=O)N2CCc3c([nH]c4ccccc34)C2c2ccccn2)cs1 (stereo not given)
→ 4 | 9 | -1 | 8 | -4.2 | -27 | -4 | -2 | -5
- Cc1snc(SCC(=O)c2ccc([N+](=O)[O-])cc2)c1C#N
→ 1 | -6 | 1 | -7 | -1.9 | 5 | 1 | 0 | -3
- COc1ccc(-c2cc(=O)oc3cc(OC(C)C(=O)NC(Cc4c[nH]c5ccc(O)cc45)C(=O)O)ccc23)cc1 (stereo not given)
→ -1 | -6 | 3 | -2 | -0.6 | -2 | -5 | -2 | 1
- O=C(N/N=C/c1cn(-c2ccccc2)nc1-c1cccs1)c1ccc(Cl)cc1
→ 2 | -8 | 0 | -8 | -0.9 | -15 | -8 | 6 | 4
- CN(Cc1ccccc1)C(=O)c1csc([C@H]2C[C@H](O)[C@@H](CO)O2)n1
→ 0 | 17 | 0 | -2 | x | x | 2 | 0 | -3
- CCOc1ccc(/C=N/OCC(=O)NCc2ccco2)cc1
→ 3 | 8 | -4 | -1 | -4.5 | 12 | 2 | -10 | 6
- O=C(NCCCn1ccnc1)Nc1ccc(Cl)cc1
→ 3 | 5 | 1 | -8 | -1.2 | 1 | 4 | 4 | 9
- CCc1noc(C)c1C(=O)Oc1ccc(N(C)S(=O)(=O)c2ccc(C)cc2)cc1
→ 6 | -19 | 2 | -7 | 5.4 | -7 | -10 | -3 | 2
- CCS(=O)(=O)c1ccc(O)c(NC(=O)Nc2cccc3ccccc23)c1
→ 0 | 10 | -1 | -3 | 0.6 | 4 | 0 | -2 | 3
- CC1CCC2(CC1)NC(=O)N(NC(=O)c1cccc(N(C)C)c1)C2=O (stereo not given)
→ 2 | 10 | 4 | -3 | -0.5 | 7 | 2 | 0 | 7
- CC(C)(C)S(=O)(=O)c1nc2ccccc2s1
→ 0 | 10 | -2 | 11 | 2.4 | -5 | 4 | -8 | -7
- CCn1c2ccc(F)cc2c2nnc(SCCN3CCOCC3)nc21
→ 13 | 3 | -1 | -3 | -0.1 | 2 | 1 | 12 | 8
- O=C(CN1C(=O)NC(Cc2ccccc2)C1=O)Nc1ccccc1F (stereo not given)
→ 0 | 10 | 1 | 8 | 0.1 | 5 | 7 | -6 | -6
- CC(C)(C)N1C(=O)[C@H]2[C@@H](c3ccc(Br)cc3)N3C(=O)N(c4ccccc4)C(=O)[C@@]3(C)[C@H]2C1=O
→ 3 | -1 | 4 | -3 | 1.1 | -12 | 2 | 4 | 13
- COc1ccccc1C(=O)COC(=O)c1cc(S(=O)(=O)N2CCCCC2)ccc1N1CCOCC1
→ 1 | 5 | -2 | -2 | -1.9 | 12 | 7 | -22 | 0
- CS(=O)(=O)c1ccc(CNC(=O)C2(C(F)(F)F)C/C(=C\Cc3ccccc3)CCCO2)cc1 (stereo not given)
→ 1 | 1 | -5 | -4 | -3.7 | 0 | 12 | -9 | 5

An unsorted share of the library. About 2.6% of those tested had a hit in this group.
